Assay outcomes deposited in PubChem by several laboratories.
Anthrax LF prot = Bacillus anthracis LF protease inhibitors, primary screen, biochemical, multiplex microsphere, MLPCN library. Lethal factor (Bacillus anthracis), P15917. multiplex microsphere protease cleavage assay. inhibition, % at 10 µM. 360,000 tested, 0.12% active; in the data active = inhibition above about 30%; inconclusive = no clear call, values can overlap the other calls; also: plate controls were buffer without enzyme for full effect and enzyme alone for no effect
MazEF act = activators of E. coli MazEF toxin-antitoxin RNase, primary screen, biochemical, fluorescence, uHTS; Endoribonuclease toxin MazF (Escherichia coli (strain K12)), P0AE70; FAM/BHQ RNA-DNA oligo cleavage fluorescence, 5 h; activation, % at 20 µM; 350,000 tested, 0.32% active; AID 504720, 2011; in the data active = activation above about 50%
Target sequence (P0AE70 whole entry, looked up): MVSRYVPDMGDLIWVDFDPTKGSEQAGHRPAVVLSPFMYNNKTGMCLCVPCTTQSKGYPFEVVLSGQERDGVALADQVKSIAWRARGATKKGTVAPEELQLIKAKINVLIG
Vc quorum ag = inducers of Vibrio cholerae quorum light production without autoinducers, primary screen, BH1578 luxS cqsA deficient, single point. 350,000 tested, 0.16% active. activation, % at 18.7 µM. V. cholerae BH1578 lux reporter, luminescence, 6 h; in the data active = activation mostly above about 9.7%, no sharp cut-off; inconclusive = no clear call, values can overlap the other calls; inactive = mostly below about 3.7%; also: not every result past the cut was called active; inactives centre near 0; reference of the scale not given here
VHR inh abs = VHR1 phosphatase inhibitors, primary screen, biochemical, absorbance, uHTS | Dual specificity protein phosphatase 3 (Homo sapiens), P51452 | recombinant VHR phosphatase, pNPP absorbance | inhibition, % at 13.3 µM | 290,000 tested, 0.52% active; in the data active = inhibition above about 50%; also: some compounds called inactive have numbers as strong as hits
Target sequence (P51452 whole entry, looked up): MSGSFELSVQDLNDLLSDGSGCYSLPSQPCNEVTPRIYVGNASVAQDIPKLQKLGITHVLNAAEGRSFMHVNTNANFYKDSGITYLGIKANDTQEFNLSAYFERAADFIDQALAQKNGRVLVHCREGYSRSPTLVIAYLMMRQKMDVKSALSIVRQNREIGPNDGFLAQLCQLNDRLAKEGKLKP
TcdB inh = TcdB glycohydrolase inhibitors, primary screen, biochemical, single point, plate reader; TcdB glycohydrolase enzymatic assay; inhibition, % at 9.99 µM; 350,000 tested, 0.24% active; in the data active = inhibition above about 10%
Yp Topo-I inh = Yersinia pestis topoisomerase I inhibitors, primary screen, biochemical, cleavage product accumulation, plate reader, single point; DNA topoisomerase I (Yersinia pestis CO92); Y. pestis Topo-I cleavage product accumulation; activity, % at 10 µM; 360,000 tested, 0.064% active; AID 504884, 2011; in the data active = activity above about 50%, passing the limit was not always enough; inconclusive = no clear call, values can overlap the other calls; also: inactives centre near 2
SSB-PriA inh = inhibitors of Klebsiella pneumoniae PriA binding to SSB C-terminal tail, primary screen, biochemical, AlphaScreen; inhibition, % at 33 µM; AID 1272365, 2023; AlphaScreen SSBct-PriA binding, biotinylated peptide; 430,000 tested, 0.6% active; in the data active = inhibition mostly above about 37%, no sharp cut-off; inactive = mostly below about 20%;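 also: plate controls were negative control peptide for no effect and reference peptide for full effect; strong numbers were not always called active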
Rv3671c protease = Rv3671c serine protease inhibitors, primary screen, biochemical, fluorescence polarization, M. tuberculosis H37Rv | inhibition, % at 5.96 µM | 320,000 tested, 0.048% active | AID 2606, 2010; in the data active = inhibition above about 38%;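 also: extracellular domain of Rv3671c used as enzyme; 0% = enzyme with DMSO and 100% = no enzyme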
Target sequence (P9WHR9 whole entry, looked up, the tested form may be a part): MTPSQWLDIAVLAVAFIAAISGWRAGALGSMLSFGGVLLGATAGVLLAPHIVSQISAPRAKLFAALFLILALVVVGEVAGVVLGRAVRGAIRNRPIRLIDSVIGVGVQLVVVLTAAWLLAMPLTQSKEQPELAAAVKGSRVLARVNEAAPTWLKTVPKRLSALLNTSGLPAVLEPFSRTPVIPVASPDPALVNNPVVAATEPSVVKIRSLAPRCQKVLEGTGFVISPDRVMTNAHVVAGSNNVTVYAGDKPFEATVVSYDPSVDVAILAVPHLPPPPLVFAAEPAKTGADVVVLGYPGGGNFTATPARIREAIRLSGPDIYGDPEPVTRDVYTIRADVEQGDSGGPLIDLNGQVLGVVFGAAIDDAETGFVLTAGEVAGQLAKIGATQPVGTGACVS
SARS 3CLpro inh = SARS-CoV 3CLpro protease inhibitors, primary screen, biochemical, quenched FRET | Replicase polyprotein 1ab (Severe acute respiratory syndrome coronavirus), P0C6X7 | recombinant SARS-CoV 3CLpro, quenched FRET peptide cleavage | inhibition, % at 6 µM | 290,000 tested, 0.14% active | AID 1706, 2009; in the data active = inhibition above about 12%
PfHsp40 yeast = rescue of yeast from PfHsp40 toxicity, primary screen, S. cerevisiae, ATP luminescence; AID 504582, 2011; growth rescue, % at 12.5 µM; S. cerevisiae expressing PfHsp40, growth rescue; 340,000 tested, 0.68% active; in the data active = growth rescue above about 28%, passing the limit was not always enough; inconclusive = no clear call, values can overlap the other calls;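 also: yeast W303a lacking pdr1 and pdr3 grown in galactose medium; growth measured after three days at 30 °C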
Active calls of the source: *; i = inactive; ? = inconclusive; / = not tested or not shown; & = joins results of further samples. A portion of the library, so the mix of outcomes need not match the whole.

SMILES	Anthrax LF prot	MazEF act	Vc quorum ag	VHR inh abs	TcdB inh	Yp Topo-I inh	SSB-PriA inh	Rv3671c protease	SARS 3CLpro inh	PfHsp40 yeast
Cc1ccc(OC(=O)N(C)C[C@@H]2OCc3cnnn3CCCC(=O)N([C@@H](C)CO)C[C@@H]2C)cc1	6	-1	-0.4	/	-0.6&-0.9&-0.4	-10	/	/	/	/
O=C(CCSCc1ccc(Cl)cc1)NCc1ccco1	-4	1	-0.3	12	0.9	3	6	14	2	1.7
O=C(Cc1ccc([N+](=O)[O-])cc1)N1CCc2ccccc2C1	-2	-6	i	-8	1.3	4	4	3	-3	1.4
Cc1ccc(NS(=O)(=O)c2cc(C(=O)N(C)C)ccc2C)cc1C	3	7	-0.7	12	2.7	10	-12	/	0	3.0
CC(C)(C)[C@@H]1C=C(C(N)=O)O[C@H](OCc2ccc(CO)cc2)C1	4	-2	i	-4	1.1	-1	3	11	/	-0.2
Cc1cnc(CN(C)C(=O)C2CCC(=O)N(CCc3ccc(Cl)cc3)C2)[nH]1 (stereo not drawn)	1	3	-0.6	/	0.8	-4	/	/	/	/
O=C(CSc1nnc2ccccn12)NCCc1ccc(F)cc1	-1	9	-2.7	10	-0.8	4	-6	2	-8	2.1
Cc1cccc(NC(=S)NNC(=O)c2ccc(Br)o2)c1	-2	-8	i	21	/	3	-4	5	4	-0.5
O=C(c1ccc(Cl)cc1)N1CCC2CC1c1cc(-c3ccccc3)ccc12 (stereo not drawn)	5	-3	i	/	1.2	36	-3	/	/	-0.6
COc1cc(NC(=O)CSc2nccc(C)n2)c(C(=O)O)cc1OC	-8	1	-0.3	8	/	3	-8	-5	1	-0.6
CCOC(=O)C1(C)NC(c2cccs2)C2C(=O)N(c3ccc(OC)cc3)C(=O)C21 (stereo not drawn)	-4	6	-0.2	16	0.4	8	-8	5	2	/
COc1ccc(CNC(=O)c2onc(C)c2Cl)cc1	-1	7	-0.3	14	-0.9	-1	-6	1	1	-0.6
Cc1ccc(-c2onc3ccc(Br)cc23)cc1	14	8	-0.5	10	1.0	1	3	-3	-3	-0.2
Cc1ccc(C(=O)COC(=O)c2ccc3c(c2)C(=O)N(c2cccc4ncccc24)C3=O)cc1	-1	6	-0.2	3	0.3	-1	-10	9	-3	-0.6
CC(=O)Nc1ccc2nc(-c3cccn3C)[nH]c2c1	-20	2	-0.2	0	0.8	-11	6	7	0	-0.9
CCCOc1ccc2oc(=O)c3c(c2c1)CCCN3C(=O)CN1CCN(c2ncccn2)CC1	-16	3	-0.1	56*	/	-1	-9	3	5	0.9
CCOC(=O)C1=C(C)NC(=O)NC1c1ccccc1OCc1c(F)cccc1Cl (stereo not drawn)	0	-3	i	-2	/	-4	11	0	0	0.4
CC(=O)Nc1ccc(S(=O)(=O)NCCC(=O)OCc2nnc(-c3ccccc3)o2)cc1	6	3	i	/	1.4	4	0	0	/	-1.0
O=C(NCc1ccc(Cl)c(Cl)c1)c1ccc2c(c1)OCO2	0	-7	-0.3	9	1.3	0	3	-19	1	0.3
S=C1NCCc2ccccc2C1c1ccccc1Cl (stereo not drawn)	2	-2	-0.3	4	/	2	8	3	1	-0.5
Cc1ccc(-n2c(SCC(=O)N3Cc4ccccc4CC3C(=O)O)nnc2-c2cccnc2)c(C)c1 (stereo not drawn)	-3	3	0.1	9	0.0	-3	-3	4	0	0.6
Cc1cc(Cl)ccc1OCCCC(=O)NCc1cccs1	-9	-10	-0.2	5	/	-2	2	-8	4	5.6
CCC(C)C(NC(=O)C(C)NC(=O)CNC(=O)OC(C)(C)C)C(N)=O (stereo not drawn)	4	-5	-0.6	12	1.5	3	-7	1	4	-1.4
O=C(CCN1C(=O)c2ccccc2C1=O)NCc1ccco1	-5	-9	i	19	1.1	6	-8	-6	-3	-0.8
CC(=O)c1ccc2c3c(cccc13)C(=O)N(CCc1ccccc1)C2=O	1	2	i	11	0.8	1	9	-7	0	0.1
CNC(=S)N(CCO)Cc1cc2cc3c(cc2[nH]c1=O)OCCO3	-14	-4	-0.5	-9	-2.5	-4	-2	-5	-1	/
COc1ccc(S(=O)(=O)N2CCC(C(=O)Nc3ccc(S(=O)(=O)N4CCCC4)cc3)CC2)cc1OC	-2	-5	i	/	0.9	12	7	-7	/	-0.6
CCn1c(SCC(=O)NC(=O)Nc2ccc3c(c2)OCCO3)nnc1-c1cccs1	-7	-8	-0.4	-5	/	5	-5	-5	0	0.8
CN(C)CCNC(=O)c1cccc(-c2cnc3c(NC=O)cc(-c4cccc(C(F)(F)F)c4)cn23)c1	-1	/	i	/	1.0	-18	/	/	/	/
CCCCc1nc2cc(C(=O)NCc3nccn3CC)ccc2o1	-2	9	-0.4	-37	0.8	6	-4	-2	1	2.4
O=C(CSc1nnc2ncccn12)Nc1cccc2ccccc12	-2	7	i	12	2.1	1	-6	-2	7	-0.6
COc1ccc(/C=N/NC(=O)c2ccc3c(c2)OCO3)cc1	-4	17	-0.6	38	1.0	-6	/	2	-1	-1.3
CN(C)/C=C/C(=O)c1ccc([N+](=O)[O-])c(CS(=O)(=O)c2ccccc2)c1	3	8	-0.8	9	-3.0	-8	7	-6	1	1.1
O=C(CSc1ccccc1)N1CCN(S(=O)(=O)c2ccccc2)CC1	-3	-5	i	0	1.3	-4	-5	-1	10	0.2
O=C1/C(=C/c2ccccc2)Nc2ccccc21	-3	13	i	30	/	8	0	-6	3	-0.3
COc1cccc(OC)c1C(=O)N1CC(C)OC(C)C1 (stereo not drawn)	0	-6	1.0	-8	/	-1	-11	2	4	0.2
Cc1cc(NC(=O)CN2CCC(C)CC2)no1	2	-1	-0.5	17	1.6	10	-14	-2	4	-0.5
Cc1cc(C)nc(NC(=NCc2ccc3c(c2)OCO3)NC(=O)Nc2ccccc2)n1	1	-9	i	-2	/	5	3	-2	2	-0.2
Cc1ccc(N(CC(=O)NC2CCCCC2)C(=O)c2ccc(C)s2)cc1	0	0	-0.9	20	/	23	-23	-12	1	0.3
Cc1cc(C)c(OCC(=O)OCC(=O)NCC2CCCCC2)c(C)c1	-1	0	0.6	/	2.8	14	-17	9	/	0.4
Oc1ccc(Nc2ccnc3cc(Cl)ccc23)cc1	12	-4	-0.6	7	-2.1	-8	0	-3	-2	0.4
O=C1c2cccnc2Oc2ccc(Cl)cc2N1Cc1ccc(F)cc1	1	-2	-2.3	-2	/	10	-11	-1	1	0.0
O=S1(=O)C=CC(N2CCOCC2)C1 (stereo not drawn)	0	-4	i	-2	/	-4	1	0	4	-1.1
CN(C)S(=O)(=O)c1ccc(C(=O)NCCSc2ccc(Br)cc2)cc1	-4	-21	i	-7	-2.3	4	-10	-3	-6	0.5
Cc1cc(C)c(C(=O)/C=C/c2ccc(C(C)C)cc2)c(=O)[nH]1	-1	4	1.8	28	0.8	13	3	0	1	-0.9
Cc1nc2ccc(S(=O)(=O)N(C)CC(=O)NC(C)c3ccccc3)cc2s1 (stereo not drawn)	-1	13	-0.2	18	-0.4	4	-23	-8	-9	-0.9
COc1ccc(N=C2NC(=O)/C(=C/C=C/c3ccccc3)S2)cc1	5	-2	i	4	1.0	15	0&-7	3	-2	-1.0
O=C(Cc1ccccc1)NCCS(=O)(=O)N1CCN(c2cccc(Cl)c2)CC1	/	-6	-0.3	/	2.3	15	-2	-3	/	-1.1
CCCCN(C(=O)c1ccc(N2CCCC2=O)cc1)c1c(N)n(CCCC)c(=O)[nH]c1=O	?	1	7.1	/	1.7	0	-10	-4	/	-1.1
COc1cccc2c1OC1(C)CC2NC(=O)N1c1cccc(C(=O)N2CCN(c3ccccn3)CC2)c1 (stereo not drawn)	-5	-2	i	7	/	12	-23	-6	6	-0.3
Cc1ccccc1C(=O)NNC(=O)c1ccc(Br)cc1	-1	-1	-0.8	50	-1.1	-1	-5	4	-4	-0.7
COC(=O)c1cccc(-n2nnnc2SCC(=O)Nc2cc(C)on2)c1	-3	1	-0.5	4	/	3	-12	-1	-2	4.2
N#CCCN(C(=O)CSc1nc2ccccc2c(=O)[nH]1)c1ccc(F)cc1	-4	2	i	/	0.2	4	4	3	/	2.0
CC(=O)c1cccc(NC(=O)CN2C(=O)NC(C)(c3ccc4c(c3)OCCCO4)C2=O)c1 (stereo not drawn)	2	8	i	/	-0.9	-2	-13	-6	/	-0.5
NCCCC[C@H]1CNC(=O)C(=O)N1CCc1cc(C(F)(F)F)cc(C(F)(F)F)c1	-1	4	i	-12	1.1	0	13	1	/	-1.0
O=C(c1ccccc1)N1CCOC(O)(c2ccccc2)C1c1ccccc1 (stereo not drawn)	-2	-7	1.1	/	-6.4	-2	-15	/	/	0.1
CCc1noc(C)c1C(=O)N(CCOC)c1c(N)n(CC(C)C)c(=O)[nH]c1=O	-1	-1	i	32	1.5	2	-2	-5	-3	0.2
CCOC(=O)C1=NN(c2ccccc2)C2C(=O)N(c3ccccc3OC)C(=O)C12 (stereo not drawn)	/	-1	i	27	1.5	-6	-32	-9	2	1.3
CC(=O)NCCCCCCNC(C)=O	2	6	i	9&12	-0.8	7	-1	-4	-3&-3	-0.7
CCOC(=O)C1=C(N)n2c(s/c(=C/c3ccco3)c2=O)=C(C(=O)OC)C1c1ccco1 (stereo not drawn)	0	1	3.6	-34	/	-11	/	-8	-1	-0.7

Structural class: the compounds so far containing a furan ring, fused or not
SMILES	Anthrax LF prot	MazEF act	Vc quorum ag	VHR inh abs	TcdB inh	Yp Topo-I inh	SSB-PriA inh	Rv3671c protease	SARS 3CLpro inh	PfHsp40 yeast
O=C(CCSCc1ccc(Cl)cc1)NCc1ccco1	-4	1	-0.3	12	0.9	3	6	14	2	1.7
Cc1cccc(NC(=S)NNC(=O)c2ccc(Br)o2)c1	-2	-8	i	21	/	3	-4	5	4	-0.5
O=C(CCN1C(=O)c2ccccc2C1=O)NCc1ccco1	-5	-9	i	19	1.1	6	-8	-6	-3	-0.8
CCOC(=O)C1=C(N)n2c(s/c(=C/c3ccco3)c2=O)=C(C(=O)OC)C1c1ccco1 (stereo not drawn)	0	1	3.6	-34	/	-11	/	-8	-1	-0.7

Next section.
SMILES	Anthrax LF prot	MazEF act	Vc quorum ag	VHR inh abs	TcdB inh	Yp Topo-I inh	SSB-PriA inh	Rv3671c protease	SARS 3CLpro inh	PfHsp40 yeast
CNC(=O)NC(=O)C(c1ccccc1)N(C)CC1COc2ccccc2O1 (stereo not drawn)	1	8	-0.3	7	0.5	10	12	0	-2	0.2
CC(=Nc1ccc(C)cc1)c1sc2ccccc2c1O	5	-37	-0.8	3	/	28	-30	-5	0	0.1
COc1ccc(C2=Nn3c(nnc3-c3ccccc3Cl)SC2)cc1OCC1CC1	-9	0	i	/	0.8	13	-3	-10	/	2.2
CC1(C)CC(=O)C(Sc2nnc(-c3ccc(NS(C)(=O)=O)cc3)n2Cc2ccco2)C(=O)C1	0	3	-7.1	15	/	6	-10	12	5	-1.1
Nc1nc(F)nc2c1ncn2[C@@H]1O[C@H](CO)[C@@H](O)[C@@H]1O	3	-2	0.1	-26	1.6	3	-16	0	0	-1.0
CC(=O)Nc1cccc(-c2nnc(SCc3ccccc3C#N)n2C)c1	3	18	-6.2	7	-0.3	3	-6	2	0	20
